# Bioassay records as filed in PubChem BioAssay.
# BoNT-F LC inh: blocks Botulinum neurotoxin F light chain protease; Multiplex microsphere protease cleavage assay, flow cytometry; inhibition, % at 10 µM; 0.22% of 360,000 active; in the data active = inhibition above about 35%, passing the limit was not always enough; inconclusive = no clear call, values can overlap the other calls; also: plate controls were buffer without enzyme for full effect and enzyme alone for no effect
# Yp Topo-I inh: inhibitors of Yersinia pestis topoisomerase I. 0.064% of 360,000 active. AID 504884. activity, % at 10 µM. Y. pestis Topo-I cleavage product accumulation, plate reader; in the data active = activity above about 50%, passing the limit was not always enough; inconclusive = no clear call, values can overlap the other calls; also: inactives centre near 2
# FadD28 FP inh: blocks FadD28 binding to the bisubstrate probe; 0.22% of 360,000 active; AID 588549; inhibition, % at 12.5 µM; fluorescence polarization; in the data active = inhibition above about 8.5%, passing the limit was not always enough; inconclusive = no clear call, values can overlap the other calls
# Anthrax LF prot: blocks Bacillus anthracis lethal factor protease; AID 588501; P15917; 0.12% of 360,000 active; multiplex microsphere protease cleavage assay, LF; inhibition, % at 10 µM; also: plate controls were buffer without enzyme for full effect and enzyme alone for no effect
# Target sequence (P15917 whole entry, looked up): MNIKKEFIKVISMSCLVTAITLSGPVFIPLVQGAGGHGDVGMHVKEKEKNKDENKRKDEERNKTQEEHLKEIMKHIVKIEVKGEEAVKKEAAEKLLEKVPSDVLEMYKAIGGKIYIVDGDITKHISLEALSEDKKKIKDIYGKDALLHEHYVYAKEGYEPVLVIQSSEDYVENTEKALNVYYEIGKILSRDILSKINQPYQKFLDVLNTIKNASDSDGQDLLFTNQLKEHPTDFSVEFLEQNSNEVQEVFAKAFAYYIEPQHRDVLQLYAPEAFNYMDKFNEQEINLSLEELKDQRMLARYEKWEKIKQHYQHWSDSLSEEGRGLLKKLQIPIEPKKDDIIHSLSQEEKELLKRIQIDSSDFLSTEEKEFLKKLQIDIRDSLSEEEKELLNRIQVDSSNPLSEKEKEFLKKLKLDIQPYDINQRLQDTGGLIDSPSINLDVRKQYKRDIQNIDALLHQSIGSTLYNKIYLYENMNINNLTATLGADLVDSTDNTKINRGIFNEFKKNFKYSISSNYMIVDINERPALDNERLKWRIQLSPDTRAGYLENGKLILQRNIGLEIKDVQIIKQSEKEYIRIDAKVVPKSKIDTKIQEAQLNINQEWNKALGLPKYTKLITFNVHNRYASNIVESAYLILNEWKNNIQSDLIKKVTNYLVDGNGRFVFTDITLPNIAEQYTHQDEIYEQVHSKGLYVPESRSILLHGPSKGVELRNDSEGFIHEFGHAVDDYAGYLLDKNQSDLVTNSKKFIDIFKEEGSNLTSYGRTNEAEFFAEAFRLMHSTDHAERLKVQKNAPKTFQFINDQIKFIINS
# TcdB GH inh: blocks C. difficile toxin B glycohydrolase activity; TcdB glycohydrolase enzymatic assay, plate reader; inhibition, % at 9.99 µM; 0.24% of 350,000 active; AID 652162; in the data active = inhibition above about 10%
# PrPC TRFRET: reduces human prion protein on the cell surface; P04156; 0.43% of 370,000 active; AID 720596; cell surface PrPC, TR-FRET read-out; inhibition, % at 13.8 µM; in the data active = inhibition above about 24%; also: 0% = median of the test wells and 100% = reference compound wells
# BoNT A protease: inhibitors of Botulinum neurotoxin A light chain protease; AID 588499; 0.17% of 360,000 active; inhibition, % at 10 µM; multiplex microsphere protease substrate cleavage, flow cytometry; also: plate controls were buffer without enzyme for full effect and enzyme alone for no effect
# CCHF vOTU inh: CCHFV vOTU protease inhibition; Pep-AMC fluorescence; inhibition, % at 11.5 µM; 0.55% of 370,000 active; in the data active = inhibition above about 30%; also: 0% = vehicle wells with enzyme and 100% = no enzyme wells
# PfHsp40 yeast: compounds rescuing yeast from Plasmodium falciparum HSP40 toxicity; S. cerevisiae expressing PfHsp40, growth rescue, ATP luminescence; growth rescue, % at 12.5 µM; 0.68% of 340,000 active; AID 504582; in the data active = growth rescue above about 28%, passing the limit was not always enough; inconclusive = no clear call, values can overlap the other calls;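 also: yeast W303a lacking pdr1 and pdr3 grown in galactose medium; growth measured after three days at 30 °C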
# * hit, by the source's call; ? = inconclusive; . = not tested or not shown. Rule as the data show it, unless noted: active = inhibition above about 30%; inconclusive = no clear call, values can overlap the other calls; inactive = below that. Compounds were not picked by outcome; about 2.3% have a hit in one of these screens.
structure	BoNT-F LC inh	Yp Topo-I inh	FadD28 FP inh	Anthrax LF prot	TcdB GH inh	PrPC TRFRET	BoNT A protease	CCHF vOTU inh	PfHsp40 yeast
Cn1ncc(Cl)c1C(=O)NCc1ccc2c(c1)OCO2	1.9	-1.7	0.3	1.5	-0.2	6.3	-1.3	0.1	-1.2
O=C(COC(=O)Cc1cccc(C(F)(F)F)c1)NCC1CCCO1 (stereo not given)	1.5	-4.5	-0.2	-0.1	0.4	6.5	0.6	-6.0	0.4
CCC(=O)Nc1ccccc1C(=O)OCc1ccc(C(=O)c2ccccc2)cc1	8.8	27.1	-1.8	-13.2	.	10.3	8.2	-3.5	2.2
CC(=O)NCCc1nc2ccccc2n1Cc1cccc(C)c1	8.8	7.8	-1.1	-4.0	1.7	-3.0	-0.1	-9.9	-0.9
CCOc1ccc(/C=N/n2c(SC)nnc(C(C)(C)C)c2=O)cc1	-10.4	-7.7	-2.5	-0.8	.	-3.7	-0.3	7.8	-1.7
CCN1CCCC1CNC(=O)c1cc(COc2ccc(C)c(C)c2)on1 (stereo not given)	-3.6	13.4	-1.7	-0.8	0.3	-3.8	0.0	2.9	0.8
Clc1cccc(-c2nnc(SC/C=C/c3ccccc3)n2Cc2ccco2)c1	-4.7	-2.2	0.0	-9.4	0.3	.	-2.2	.	-0.7
Cc1cc(C(=O)CSc2nc(N)cc(=O)[nH]2)ccc1F	18.5	1.0	1.4	-2.9	0.6	-3.4	-1.4	-7.9	-2.8
O=C(NCC1CC1)Nc1cccs1	.	-2.5	-2.2	.	-1.9	-0.1	.	-11.4	-0.5
CCCS(=O)(=O)N1CCC(C(=O)N2CCN(C(=O)OCC)CC2)CC1	-0.8	0.6	0.6	0.0	.	-0.1	-0.2	19.2	0.6
COc1cccc(/C=C/c2n[nH]c(=O)c(C#N)c2C)c1	4.0	-1.7	-3.1	-2.2	0.0	-15.2	-0.8	4.7	0.0
COC(=O)c1sccc1NC(=O)/C=C/c1ccc(Cl)cc1Cl	-2.6	-2.3	-2.0	0.4	.	4.8	1.0	-8.1	-0.9
O=C(COc1ccc([N+](=O)[O-])cc1Cl)N1CCc2ccccc21	5.0	1.6	.	-6.7	-1.4	-7.4	-0.8	23.0	-1.0
Cc1ccc(Cl)cc1N1CCN(C(CC(C)C)c2nnnn2CC2CCCO2)CC1 (stereo not given)	0.3	2.8	-0.9	-1.8	.	-1.3	-0.6	0.3	-2.1
Cc1cc(C)c2nc(SCC(=O)NCC3CCCO3)c(C#N)cc2c1 (stereo not given)	-1.7	6.1	-0.4	4.4	0.8	-6.6	0.6	-13.7	-0.6
CCN(C(=O)COC(=O)c1c2c(nc3ccccc13)/C(=C/c1ccccc1)CC(C)C2)C1CCS(=O)(=O)C1 (stereo not given)	-4.1	8.2	-3.8	-1.9	.	5.8	0.4	4.1	-0.3
CN(C)S(=O)(=O)N(CC(=O)Nc1ccccc1)c1ccccc1	0.8	0.0	-2.4	2.4	.	2.5	-0.1	2.9	-0.1
N#CC1=C(N)OC2=C(C(=O)CCC2)C1c1ccncc1 (stereo not given)	-7.6	-4.5	2.9	6.6	.	-2.0	0.9	2.8	-1.8
Cc1cccc(N2C(=O)/C(=C\c3ccc(OC(F)F)cc3)c3ccccc3C2=O)c1	-2.5	-7.1	-1.5	2.0	.	7.7	0.6	19.5	-1.1
CCCCC(=O)NC(c1ccccc1Cl)c1c(O)ccc2ccccc12 (stereo not given)	9.0	-3.4	-3.8	4.0	.	-1.1	2.0	-13.8	0.0
CC12CCC3C(CC=C4CC(O)CCC43C)C1CC(=CN1CCOCC1)C2=O (stereo not given)	6.0	-1.2	0.6	-1.2	0.1	0.2	-0.2	-0.2	-0.8
Cn1c(-c2cc3ccccc3oc2=O)nc2ccccc21	-1.9	-6.7	-0.6	-7.9	-0.1	-13.7	0.1	8.1	1.0
CC(=O)Cc1nsc(NC(=O)c2cc(-c3cccc(C(F)(F)F)c3)oc2C)n1	2.9	-4.6	-2.6	-2.2	.	7.4	0.0	13.1	0.2
CN(C)C1=NC[C@H](Cc2ccccc2)N1CCCCc1ccccc1	-10.3	-4.4	-4.2	2.5	-0.8	15.7	0.1	6.6	-1.2
CC(=O)c1ccc(NC(=O)C(Cc2ccccc2)n2cccc2)cc1 (stereo not given)	4.1	6.9	-1.6	-1.4	-0.8	-11.9	-0.3	-2.7	0.5
O=C(O)CSc1ncccc1C(=O)O	-3.4	0.3	-1.2	-3.6	2.1	-5.2	-0.4	-19.7	-0.7
Cc1cc(C)n2nc(CC(=O)NC3CCCCCC3)nc2n1	-4.3	5.6	-1.5	-1.8	.	6.7	-1.2	4.4	-1.8
Cc1ccc(S(=O)(=O)NCc2nnnn2-c2ccc(F)cc2)cc1	-9.1	-7.6	0.6	5.8	-2.4	6.5	-0.8	19.9	.
COc1ccc(S(=O)(=O)N[C@@H](Cc2ccccc2)C(=O)N2CC[C@@]3(O)CCCC[C@H]3C2)cc1	-1.9	8.0	-1.5	0.5	.	5.0	0.3	-1.3	-0.1
Cc1cc(C)c(NC(=O)CS(=O)CC(=O)NC2CCCc3ccccc32)c(C)c1 (stereo not given)	-10.8	9.8	-1.5	-0.6	.	-2.0	0.5	-3.8	8.6
O=C1N=C(N2CCCCC2)SC1=C1CCCC1	-5.2	6.5	0.4	1.4	.	1.2	-0.7	-2.5	0.7
Cc1c(CC(=O)O)c(=O)oc2c(C)c(OCc3ccccc3)ccc12	6.1	4.8	-2.0	-2.4	2.0	-3.1	-0.3	-3.7	-0.3
Oc1ccc(F)c2cccnc12	1.2	-1.7	2.2	-0.5	0.1	-2.3	-1.3	-14.4	-1.0
Cc1ccc(NC(=O)COC(=O)CCc2ccccc2)c(Cl)c1	4.8	39.4	-3.9	-8.6	0.5	5.1	-1.1	14.3	1.9
O=C(COc1ccccc1)OCC(=O)N1CCCc2ccccc21	-6.0	-0.7	-0.8	-8.0	2.8	-4.2	0.7	2.2	1.5
CCOc1ccccc1C(=O)NCC(=O)OCC(=O)N1CCCC1	-8.4	3.8	-4.2	0.5	-0.4	4.8	-0.1	-13.1	0.1
CN(C(=O)CN1C(=O)NC(C)(CCc2ccccc2)C1=O)c1ccccc1 (stereo not given)	7.6	2.4	-0.7	2.5	0.1	-5.5	4.9	-2.4	-0.6
CC(C)(C)c1ccc(C(=O)N/N=C/c2ccccn2)cc1	-2.5	-6.8	0.4	6.6	0.1	16.0	1.8	3.3	0.1
COc1ccc(S(=O)(=O)N2CCNC(=O)C2)cc1Br	-0.3	-5.2	-0.6	2.6	1.7	-2.9	-0.1	6.8	?
O=C(NCC(=O)N1CCN(S(=O)(=O)c2ccccc2F)CC1)c1ccc2c(c1)OCO2	0.0	-7.8	-1.3	1.2	2.1	-4.4	-4.4	-8.5	1.0
Cc1ccc(NC(=O)C=NOCC(=O)Nc2cc(C)cc(C)c2)cc1	1.3	18.4	-3.2	-1.6	1.3	5.6	1.4	-3.0	0.4
COc1ccc(-c2ccc(CN3C(CC(C)C)C(=O)N(Cc4cn(Cc5ccco5)nn4)CCS3(=O)=O)cc2)cc1 (stereo not given)	-0.2	25.1	-7.0	-0.9	5.1	-3.5	-0.7	9.9	.
CC(=O)OCC12CC(OC(=O)CC(C)C)C(C)=CC1OC1C(O)C(OC(C)=O)C2(C)C12CO2 (stereo not given)	1.3	-7.5	-0.6	4.0	0.7	86.6*	0.1	9.8	.
CC(Sc1nnc(-c2ccccc2F)n1C1CC1)C(N)=O (stereo not given)	5.9	-5.2	-1.5	0.7	0.1	-4.0	-2.4	9.6	-1.8
CCOC(=O)c1ncn2c1CN(C)C(=O)c1cc(F)ccc1-2	-3.3	0.9	-3.1	-3.7	0.9	9.5	-0.3	9.4	0.5
Cc1oc(-c2ccccc2Cl)nc1CSCC(=O)O	-5.4	1.7	-2.1	-2.8	2.0	4.4	-0.1	1.1	-0.7
C(=N\N1CCN(Cc2cccc3ccccc23)CC1)/c1cccnc1	5.1	-1.2	-3.7	-11.2	0.8	7.3	7.0	-10.2	0.1
COc1ccc(Nc2c(-c3cc4ccccc4o3)nc3nc(C)cc(C)n23)cc1	-2.8	.	.	-4.5	1.0	16.1	1.8	4.0	.
Cn1ncc([N+](=O)[O-])c1C(=O)Nc1ccc(Cl)cc1	7.9	5.9	-2.5	-15.9	3.1	-7.0	-1.3	6.8	-0.2
CCOC(=O)CSc1nc2cccnc2n1-c1ccc(F)cc1	-4.6	-2.6	0.1	-4.8	.	3.9	-0.6	5.1	-0.2

# The list goes on:
structure	BoNT-F LC inh	Yp Topo-I inh	FadD28 FP inh	Anthrax LF prot	TcdB GH inh	PrPC TRFRET	BoNT A protease	CCHF vOTU inh	PfHsp40 yeast
N#Cc1ccccc1NC(=S)Nc1ccc(F)cc1	8.1	-7.1	0.4	-0.5	-0.2	9.6	0.7	-1.6	1.0
CN(C)CCN(C(=O)c1ccc2ccccc2c1)c1nc2ccc(F)cc2s1	4.0	13.3	-6.2	-1.9	.	.	0.7	.	1.8
O=C(Nc1nc(NC(=O)c2ccco2)n(-c2ccccc2)n1)c1ccccc1	-16.7	5.3	-0.5	-6.5	.	20.5	-3.0	6.8	-0.7
CC(C)(C)n1ncc2c(=O)n(Cc3c(Cl)cccc3Br)cnc21	-2.5	15.3	-2.6	-1.1	1.9	2.2	0.1	2.5	6.9
CN(c1ccc(C(=O)Nc2ccc3c(c2)n(C)c(=O)n3C)cc1)S(C)(=O)=O	27.3	0.0	1.9	-5.1	0.1	1.7	1.9	-7.1	-0.9
N/C(=N\c1nc2ccccc2o1)NC(=O)c1ccc(F)cc1	27.4	0.8	-1.1	2.6	.	-3.6	0.6	1.1	-1.0
COc1cc(C(=S)N2CCN(C)CC2)ccc1OCC(=O)NCc1ccccc1	0.3	6.1	-4.3	1.7	0.6	2.8	-0.4	-11.2	-0.3
C=CCn1c(=O)c2ccccc2n2c(SCC(=O)N(C)C)nnc12	-7.3	-1.6	-1.2	-4.5	-0.4	3.8	-0.4	7.7	-0.7
COc1ccc2c(COC(=O)c3cccc(S(=O)(=O)NCC(C)C)c3)cc(=O)oc2c1	2.7	19.3	-5.3	-4.7	2.7	4.0	-2.7	-2.4	-0.2
CCCCN(C(=O)c1cnc(C)cn1)c1c(N)n(CCC)c(=O)[nH]c1=O	-1.8	-0.9	0.2	?	1.2	-4.8	-12.2	3.2	-0.5
CC1(C)CC(NCCC(c2ccccc2)c2ccco2)CCO1 (stereo not given)	-5.2	3.7	-0.1	-1.4	-0.2	-5.7	-0.1	7.3	-0.2
CCOC(=O)Cc1nnc(NC(=O)CC)s1	-6.3	-1.9	-3.5	-5.3	.	-6.9	-1.0	13.1	-1.9
COc1ccc(C(=O)NC(=S)NNC(=O)c2ccc(NC(C)=O)cc2)cc1Br	3.0	-9.0	-3.6	-0.4	0.0	-3.0	-2.1	16.8	0.6
CCc1cccc(OCC(=O)Nc2cc(Cl)ccc2-n2cncn2)c1	-11.7	16.0	-1.8	3.6	3.0	3.7	0.8	1.1	5.6
Cc1cccc(Cn2cnc3c(nnn3Cc3ccccc3F)c2=O)c1	1.3	0.7	-0.5	-2.6	.	11.5	2.9	-7.1	0.3
